MEP2-GFP yeast: modulators of TOR pathway MEP2-GFP in S. cerevisiae | AID 2016 | 330,000 tested, 0.51% active | GFP response vs DMSO, % at 10 µM | S. cerevisiae MEP2-GFP strain, flow cytometry GFP, 3 h; 100% = DMSO control level;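 active means GFP response versus DMSO above a set limit, roughly screen mean plus 3 SD, cut at about 180% in these data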;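 further: median GFP fluorescence of the barcode-gated MEP2-GFP cells per well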
AHR act: activators of human aryl hydrocarbon receptor. 320,000 tested, 2.5% active. AHR-responsive luciferase reporter cells, luminescence. activation, % at 5 µM. AID 2796; in the data active means activation above about 47%;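 further: 0% = vehicle wells and 100% = reference agonist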
proCasp7 act: activates human procaspase-7, counter-screen for procaspase-3 activators; P55210; recombinant procaspase-7, Ac-DEVD-pNA absorbance 405 nm; D23A/D198A/D206A triple mutant, cannot self-cleave; scale: DMSO 0, 5 µM enzyme 100; activation, % at 8.5 µM; 330,000 tested, 0.093% active;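 active means percent activation above the screen-wide mean plus 3 SD, cut at about 25% in these data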
Target sequence (P55210 whole entry D23A/D198A/D206A): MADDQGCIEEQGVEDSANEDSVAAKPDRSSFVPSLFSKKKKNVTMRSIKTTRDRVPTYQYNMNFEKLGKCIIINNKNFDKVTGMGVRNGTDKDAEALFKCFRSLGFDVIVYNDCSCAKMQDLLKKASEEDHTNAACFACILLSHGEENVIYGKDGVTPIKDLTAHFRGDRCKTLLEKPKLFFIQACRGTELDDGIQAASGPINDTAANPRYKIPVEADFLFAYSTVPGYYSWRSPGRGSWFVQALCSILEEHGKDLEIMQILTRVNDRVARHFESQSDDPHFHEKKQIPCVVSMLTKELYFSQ
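Detection: p-Nitroaniline absorbance at 405 nm, read at 0 and 120 min; system: Uncleavable procaspase-7 mutant enzyme; evaluation: % activation from two-timepoint absorbance difference, scaled to controls; times: 1 h enzyme–compound preincubation and 2 h substrate reaction, both 25 °C; buffer or medium: Zinc-free HEPES pH 7.4 with 300 mM NaCl, 0.01% Triton X-100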
RPL19A-GFP yeast: modulators of TOR pathway RPL19A-GFP in S. cerevisiae. percent response vs DMSO, % at 10 µM. 330,000 tested, 0.3% active. AID 2025. S. cerevisiae RPL19A-GFP strain, flow cytometry, 3 h; active compounds read low;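 active means percent response vs DMSO below 50%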;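 further: median channel GFP fluorescence of the barcoded RPL19A-GFP strain; ratio of sample median GFP to plate DMSO average so 100% = DMSO; lower means less RPL19A-GFP as with rapamycin TOR inhibition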
LAP4 TOR yeast: yeast TOR pathway LAP4-GFP modulation; AID 2023; 320,000 tested, 0.34% active; S. cerevisiae LAP4-GFP multiplex, flow cytometry GFP, 3 h; median GFP as percent of DMSO wells; GFP response vs DMSO, % at 10 µM;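 active means GFP response vs DMSO above a set limit, about the screen mean plus 3 SD, cut at about 150% in these data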
CR mimetic SO: lowers age-related superoxide in aged yeast cells; AID 2690; 330,000 tested, 0.18% active; S. cerevisiae aged cells, superoxide DHE fluorescence; active compounds read low; superoxide response (% of plate mean), % at 10 µM;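 active means superoxide response under a set limit, about three screen SD below normal, cut at about 65% in these data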;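 further: yeast aged for seven days with compound at 30 °C before DHE staining; 100% = average MFI of all compound-treated wells on the plate with controls excluded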
GASC-1 inh: blocks human GASC-1 demethylase activity | Q9H3R0 | GST-JMJD2C(1-420) H3K9me3 demethylation, DELFIA europium | inhibition, % at 2.35 µM | 330,000 tested, 0.069% active | AID 2099;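 active means more than half of a compound's replicate wells show inhibition beyond 50%, single wells judged on their own value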;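 further: signal counts dimethyl H3K9 product captured on neutravidin plate; 0% = median of DMSO wells and 100% = 0.3 times that DMSO median; strong numbers were not always called active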
Target sequence (Q9H3R0 1-420 limits assumed): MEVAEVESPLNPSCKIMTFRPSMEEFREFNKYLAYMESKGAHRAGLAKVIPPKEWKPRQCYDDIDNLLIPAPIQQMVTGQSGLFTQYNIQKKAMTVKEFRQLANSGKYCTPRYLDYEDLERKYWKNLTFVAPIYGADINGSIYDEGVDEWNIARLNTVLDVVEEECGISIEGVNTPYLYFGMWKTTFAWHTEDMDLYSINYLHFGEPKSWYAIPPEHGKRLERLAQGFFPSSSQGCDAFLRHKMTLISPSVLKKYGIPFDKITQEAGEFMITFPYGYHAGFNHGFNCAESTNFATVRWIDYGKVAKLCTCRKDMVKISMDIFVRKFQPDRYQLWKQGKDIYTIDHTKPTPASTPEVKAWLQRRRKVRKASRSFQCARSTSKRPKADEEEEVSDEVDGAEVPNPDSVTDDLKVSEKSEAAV
procasp3 activ: procaspase-3 (human) activation; P42574; recombinant procaspase-3 D3A, Ac-DEVD-pNA absorbance 405 nm; activation, % at 8.5 µM; 330,000 tested, 0.11% active; AID 463141;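 active means activation above the mean of all tested compounds plus 3 SD, cut at about 21% in these data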;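 further: 0% = DMSO alone and 100% = DMSO wells spiked with extra 5 µM PC-3 D3A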
Target sequence (P42574 whole entry D9A/D28A/D175A): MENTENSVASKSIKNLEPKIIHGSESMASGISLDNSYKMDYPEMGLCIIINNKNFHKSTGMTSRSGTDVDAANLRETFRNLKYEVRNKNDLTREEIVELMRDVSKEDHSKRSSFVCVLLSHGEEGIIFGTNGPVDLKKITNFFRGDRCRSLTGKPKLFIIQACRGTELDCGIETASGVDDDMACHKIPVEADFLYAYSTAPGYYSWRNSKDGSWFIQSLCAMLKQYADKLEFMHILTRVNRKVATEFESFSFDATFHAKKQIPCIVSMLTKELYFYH
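Assay system: Autoprocessing-dead procaspase-3 D3A mutant enzyme; also added: Ac-DEVD-pNA; doses: one concentration, 8.5 µM nominal, 0.8% DMSO; times: 1 h compound preincubation, 2 h substrate hydrolysis at 25 °C; technique: 405 nm absorbance of p-nitroaniline, reads at 0 and 120 min; measure: % activation between DMSO and enzyme-spiked controls; repeats: single replicate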
Numbers without * were called inactive; i = inactive; . = no result given; & = joins results of further samples; [ ] = dose if it differs, or a comment.

compound,GASC-1 inh,RPL19A-GFP yeast,CR mimetic SO,proCasp7 act,MEP2-GFP yeast,LAP4 TOR yeast,procasp3 activ,AHR act
CC(C)CNC(=S)N1CCN(Cc2ccc3c(c2)OCO3)CC1,14,96,100,-4,101,109,3,1
CCOC(=O)Cc1csc(NS(=O)(=O)c2ccc(NC(C)=O)cc2)n1,-9,102,104,.,106,98,.,.
CC1CCCC(C)N1C(=O)COC(=O)c1ccc(F)c(S(=O)(=O)N2CCOCC2)c1 (centres undefined),-11,103,90,14,93,77,4,-2
CCc1ccc(/C(C)=N\Nc2ccc([N+](=O)[O-])cc2)cc1,i,99,90,-11,95,99,-8,15
CCn1c(SCC(=O)c2cc(OC)ccc2OC)nnc1C(C)C,2,96,82,1,90,97,-4,5
CN(Cc1ccccc1)C(=C(Cl)Cl)C(=C1NCCN1)[N+](=O)[O-],6,100,95,-28,99,96,-30,1
Cc1ccc(C(C)NC(=O)C2CCCO2)cc1C (centres undefined),-13,94,104,-1,94,106,3,0
CCCCNC(=O)c1onc(CSc2cccc(OCC)c2)c1C(=O)O,11,101,83,-3,89,102,-1,-1
COc1cccc(CN(C)C(=O)CCNC(=O)c2ccc(Br)cc2)c1,7,100,99,11,104,99,2,5
CC1(C)C(c2cccs2)=[N+]([O-])C2(CCCCC/C2=N\NC(N)=S)N1O (centres undefined),-2,91,96,-4,96,93,14,-2
CCc1ccc(NCc2ccc(OC)c(Cn3ccnc3)c2)cc1,-2,100,98,5,100,98,0,18
CCOCCCNC(=O)C(c1ccccc1)N(Cc1cccs1)C(=O)c1ccccc1O (centres undefined),-13,87,94,-4,98,96,4,-1
COc1ccc(C(=O)NCC(=O)OCC(=O)NCc2ccco2)cc1,5,100,107,5,105,105,5,1
O=C(CCS(=O)(=O)c1ccccc1)Nc1ccc(S(=O)(=O)Nc2nccs2)cc1,-9,94,105,1,86,88,-6,0
Cc1ccc(OCC(=O)NC(=S)Nc2ccc3c4c(cccc24)CC3)cc1,-5,103,111,3,104,92,0,7
CCn1c(SCc2nc(-c3ccc(Cl)cc3)no2)nnc1-c1ccco1,3,95,101,-2,112,96,4,1
S=C(Nc1ccccc1)Nc1nc2ccccc2n1CCOc1ccccc1,7,103,125,-13,106,119,-3,19
CCCn1cc(CN2CCC(N3CCC(C(=O)N4CCOCC4)CC3)CC2)c(C)n1,0,101,104,2,110,113,-6,5
CCCS(=O)(=O)N1CCC(Cc2ccc(OC)cc2)(C(=O)OCC)CC1,2,111,98,4,102,108,5,-2
CCCCC(=O)Nc1c(-c2cccc(OC)c2)c(=O)c2ccccc2n1C,4,109,126,.,106,83,.,.
COCC(=O)Nc1ccc(S(=O)(=O)N2CCCC2)cc1,-3,102,88,-16,104,96,1,0
Cc1ccc(OCCNC(=O)c2cc(C(=O)NCCOc3ccc(C)cc3)cc([N+](=O)[O-])c2)cc1,-10,101,103,0,102,91,-1,4
CCOC(=O)c1c(Cc2ccccc2)c[nH]c1C,-11,92,79,16,98,106,9,0
COc1ccc(CC(=O)Nc2c(C(=O)N3CCN(c4ccccc4)CC3)oc3ccccc23)cc1OC,18,110,124,9,100,98,10,-1
Cc1cc(NC(=O)CCc2ccc(S(=O)(=O)N3CCOCC3)cc2)n(-c2ccccc2)n1,-11&13,87,109,9,98,88,8,-2
O=C(Cn1c(CO)nc2ccccc21)NCc1ccc2c(c1)OCO2,-2,109,94,3,116,108,0,-1
COc1ccc(C(=O)NC(C(=O)NCCc2ccc3c(c2)OCCO3)C(C)C)cc1 (centres undefined),31,97,115,3,90,91,-5,1
CN(CC(=O)Nc1ccc(Cl)c(C(F)(F)F)c1)C(=O)Cc1ccsc1,4,82,90,-6,102,128,5,3
C#CCOc1ccc(Br)cc1/C=N/O,3,105,96,0,103,104,1,15
S=C(c1ccc(Cl)cc1)N1CCN(Cc2ccccc2)CC1,-1,99,76,5,100,93,4,0
CC(=O)Nc1cc(NC(C)=O)cc(C(=O)NC(C)(C)C)c1,5,103,109,0,101,99,1,2
CNS(=O)(=O)c1ccc(Cl)nc1,-1,97,103,6,100,100,-13,-1
COc1ccc(CC(=O)Nc2ccccc2C(=O)N2CCOCC2)cc1,2,103,95,1,105,95,-5,1
Cc1nn(C)c(C)c1S(=O)(=O)N(CC(=O)Nc1ccc2c(c1)OCO2)c1ccc(C(C)C)cc1,7,99,84,-1,105,97,1,56*
COc1ccc(NC(=O)c2cc(-c3cc(Cl)ccc3O)n[nH]2)c(OC)c1,1,109,100,4,112,98,2,2
COc1ccc2c(c1)[C@H]1[C@H](CO2)[C@H](c2ccccc2)[C@]2(C)C(=O)Nc3ccccc3C(=O)N12,-3,96,93,-3,82,119,4,2
COC(=O)CC1COc2ccccc2N1C(=O)c1ccc(Cl)cc1 (centres undefined),1,106,98,-1,106,107,1,25
CC(=O)Oc1cc2cccc(OC(C)=O)c(=O)c2c(OC(C)=O)c1OC(C)=O,-13,104,81,-33,108,103,-25,2
CCOC(=O)N1CCN(C(=O)CSCc2ccccc2Cl)CC1,-6,101,106,-1,99,92,3,-5
COC(=O)c1ccc(COc2cccc(C)c2C)cc1,-5,103,92,11,101,102,-5,5
COc1ccc(CCN=C(C)C2=C(O)C(c3ccccc3)OC2=O)cc1OC (centres undefined),2,98,93,9,97,92,-5,2
CCOC(=O)c1[nH]c2ccccc2c1N=CN(CC)CC,7,40*[may fluoresce violet],98,10,556*[may fluoresce violet],88[may fluoresce violet],1,31
COc1ccc(-n2c(=S)[nH]c3cc(C(=O)Nc4ccc(F)cc4)ccc3c2=O)c(OC)c1,-14,103,100,-8,106,101,5,-5
CCSc1ncccc1C(=O)N[C@@H](CCSC)C(=O)OC,-7,101,104,1,100,108,1,0
[O-][n+]1onc2c1CCc1nnccc1-2,-6,101,117,6,109,104,5,4
Cc1ccc(C)c(S(=O)(=O)N2CCN(C(=O)Cc3ccc(S(=O)(=O)N4CCOCC4)s3)CC2)c1,1,98,88,2,99,104,-8,2
CCN(C(=O)COC(=O)c1cccnc1Nc1cccc(C(F)(F)F)c1)C1CCS(=O)(=O)C1 (centres undefined),3,100,93,-1,106,89,1,2
Cc1cc(C)nc(/N=C2\NC(=O)CC(C(=O)O)N2c2ccc(Oc3ccccc3)cc2)n1 (centres undefined),-1,96,109,8,94,103,-4,-3
Cc1ccc(C(=O)NC(=S)Nc2cc(C(F)(F)F)ccc2Cl)cc1,-9,98,96,6,101,108,4,10
Cn1c(=O)[nH]c(=O)c2c1nc(N1CCN(CCO)CC1)n2CCSc1nc2ccccc2s1,-10,99,106,8,103,102,3,9
CCOC(=O)Cc1csc(NC(=O)c2ccc3c(c2)OCO3)n1,-8,93,101,9,101,96,5,7
Cn1c2c(c(=O)n(C)c1=O)[C@@]1(C(=O)Nc3ccccc31)C(C#N)=C(N)O2,7,99,102,-3,99,101,8,11
NC(=O)SC/C(=N\S(=O)(=O)c1ccccc1)Nc1ccccc1,13,93,113,3,87,89,-1,4
O=C(COc1ccc(Br)cc1Cl)NC1CCCCC1,1,99,92,-16,98,99,1,9
O=C(Nn1cnc2ccccc2c1=O)c1ccc(Cl)c([N+](=O)[O-])c1,-2,103,96,-6,101,91,16,0
COc1ccc(C2SCC(=O)N2CCc2ccc(OC)c(OC)c2)cc1 (centres undefined),-16,117,94,-2,109,98,-1,2
CC(=O)c1ccc(OCC(O)CN2CCN(CCN3C(=O)c4cccc5cccc(c45)C3=O)CC2)cc1 (centres undefined),4,103,96,-2,101,97,-3,-8
CC(=O)NC(Cc1ccccc1F)C(=O)NC1CCN(c2ncccc2[N+](=O)[O-])CC1 (centres undefined),-7,99,131,-2,107,97,-3,2
CCOC(=O)C1CCN(C(=O)CCS(=O)(=O)c2ccc3c(c2)CCN3C(=O)CC)CC1,-8,103,112,-16,105,94,2,4
O=C(Nc1ccccc1C(=O)NCCN1CCOCC1)c1ccc(Cl)cc1Cl,-3,100,117,-4,105,91,3,-3

Other records follow:
compound,GASC-1 inh,RPL19A-GFP yeast,CR mimetic SO,proCasp7 act,MEP2-GFP yeast,LAP4 TOR yeast,procasp3 activ,AHR act
CC(Cc1ccc(O)c(O)c1)C(C)Cc1ccc(O)c(O)c1 (centres undefined),-36,105,120,-20,100,102,-19,-1
COc1cccc(NC(=O)CN2C(=O)NC(Cc3c[nH]c4ccccc34)C2=O)c1 (centres undefined),6,97,93,-2,96,104,6,5
CCOc1ccccc1Nc1ncccc1C(=O)O,4,104,106,14,104,95,8,8
Cc1cc(NS(=O)(=O)c2ccc(NC(=O)CCCOc3ccccc3C)cc2)no1,-5,108,101,-1,105,107,2,0
CCOc1c(C=C(C#N)C#N)c2ccccc2n1CC,-7,104,113,-14,101,96,-17,12
CCn1c(O)c(/C=N/N=C/c2ccc(OC)cc2)c2cc(C3=NNC(=O)CC3)ccc21,2,102,83,-14,104,101,-6,2
COc1ccc(C2/C(=C(/O)c3ccccc3)C(=O)C(=O)N2c2ccccn2)cc1 (centres undefined),0,98,97,2,102,92,6,1
COc1cc2ccccc2cc1C(=O)Nc1sc2c(c1C(N)=O)CCN(C(C)C)C2,-9,94,91,-10,116,150,2,-1
Cc1ccc2c(c1)C(N1CCCC1=O)CC(c1ccco1)N2 (centres undefined),11,101,92,7,104,102,10,1
CCOC(=O)c1ccc2c(c1)NC(=O)C(N1CCN(c3ccc(OC)cc3)CC1)S2 (centres undefined),6,101,96,5,104,103,-2,1
COc1ccc(/C=N/c2nc3ccccc3n2C)cc1OC,2,103,89,7,104,102,-3,4
CCOc1cccc(C2c3c(oc4ccccc4c3=O)C(=O)N2c2ccccn2)c1 (centres undefined),1,102,94,-5,99,106,5,1
Cn1ccc(C(=O)NC(=S)N2CCSCC2)n1,-10,106,115,-11,111,106,-8,-1
Cc1c(OCC(=O)NC2CC(C)(C)NC(C)(C)C2)ccc2c1oc(=O)c1ccccc12,-8,96,99,2,106,102,5,-6
Cc1cc2oc(=O)c3c(c2cc1OC(=O)c1ccco1)CCCC3,-8,104,106,12,103,104,0,1
O=C(c1ccc(Cn2cc([N+](=O)[O-])cn2)o1)N1CCCCCC1,36,98,97,-5,93,93,-5,6
CC1(C)CC(N2CCC(=O)NC2=S)CC(C)(C)N1,-5,104,106,9,108,127,9,-1
Cc1cccc(C(=O)OCC(=O)NCc2cccs2)c1,-6,104,98,-7,105,106,5,0
O=S(=O)(C/C(=C/CO)S(=O)(=O)c1ccccc1)c1ccccc1,-10,104,103,-15,98,102,-6,-1
CCOc1ccc(C(=O)NC2CCN(C(=O)Nc3ccc(F)cc3)CC2)cc1,-1,104,101,3,103,124,5,0

Not a hit list. About 3.8% of those tested had a hit in this group.
